MEX-5 binding: C. elegans MEX-5 TCR-2 RNA binding activity. Q9XUB2. MEX-5/FITC-TCR2 RNA binding, fluorescence polarization; active compounds read low. activity score (negative = inhibition of binding), % at 10 µM. hit rate 0.38% among 300,000. AID 1832;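 active means inhibition past about -25% in most replicates, and total fluorescence under double the plate's negative control median, limit read from the data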;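 further: 0% = DMSO and -100% = 5 µM competing unlabeled TCR2 RNA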
BCLXL inh: Bcl-xL (human) inhibition. Q07817. GST-Bcl-xL / FITC-Bim BH3 peptide fluorescence polarization. inhibition, % at 10.9 µM. hit rate 0.7% among 320,000;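 active means inhibition above the mean of all tested compounds plus 3 SD, cutoff set per campaign, cut at about 30% in these data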;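 further: 0% = DMSO wells and 100% = unlabeled Bim-BH3 peptide competitor; inhibitors lower millipolarization by displacing the labeled peptide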
GLD-1 RNA inh: GLD-1-TGE RNA interaction inhibition (C. elegans) | Q17339 | purified GLD-1 + fluorescein TGE RNA, fluorescence polarization | inhibition, % at 5.96 µM | hit rate 0.44% among 320,000 | AID 2280;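 active means percent inhibition above a per-plate cutoff, the plate mean of test compounds plus 3 SD, cut at about 30% in these data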;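 further: 0% = DMSO wells with GLD-1 and probe and 100% = wells lacking GLD-1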
MCL1 BIM primary: disrupts human MCL1 binding to BIM-BH3 peptide | GST-MCL1 / FITC-Bim-BH3 fluorescence polarization | inhibition, % at 10.9 µM | AID 2057 | hit rate 0.68% among 320,000;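 active means inhibition above the mean inhibition of all tested compounds plus 3 SD, set per campaign, cut at about 40% in these data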;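 further: 0% = DMSO wells and 100% = unlabeled Bim-BH3 peptide control; higher means more loss of mP so more displacement of Bim peptide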
Target sequence (Q07820 whole entry, looked up): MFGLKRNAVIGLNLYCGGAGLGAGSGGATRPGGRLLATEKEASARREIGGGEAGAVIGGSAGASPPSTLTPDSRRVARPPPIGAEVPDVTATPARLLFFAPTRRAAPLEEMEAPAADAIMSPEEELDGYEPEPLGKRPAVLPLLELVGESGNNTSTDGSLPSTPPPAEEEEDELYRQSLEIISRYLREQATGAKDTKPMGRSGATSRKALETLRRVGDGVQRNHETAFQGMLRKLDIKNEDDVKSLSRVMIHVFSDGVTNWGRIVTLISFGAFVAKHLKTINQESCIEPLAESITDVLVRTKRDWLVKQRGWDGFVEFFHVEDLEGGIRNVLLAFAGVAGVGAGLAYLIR
CIT2 TOR yeast: alters CIT2-GFP fluorescence in TOR pathway yeast screen; S. cerevisiae CIT2-GFP strain, flow cytometry, 3 h; 100 means same as DMSO wells; GFP response vs DMSO, % at 10 µM; hit rate 0.065% among 320,000; AID 2029;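 active means GFP response relative to DMSO above a set limit, near the screen mean plus 3 SD, cut at about 150% in these data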;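 further: ratio of well median GFP fluorescence to mean of DMSO wells on the plate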
AGP1 TOR yeast: modulators of TOR pathway AGP1-GFP in S. cerevisiae; S. cerevisiae AGP1-GFP multiplex flow cytometry, 3 h; GFP as percent of DMSO wells; GFP response vs DMSO, % at 10 µM; AID 2066; hit rate 0.02% among 320,000;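 active means GFP response relative to DMSO above a set limit, near screen average plus 3 SD, cut at about 150% in these data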;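 further: median GFP channel fluorescence of the gated AGP1 strain per well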
VLA-4 inh: inhibition in a human VLA-4 binding assay | P13612 | VLA-4 expressing cells, ligand binding flow cytometry | inhibition, % (about 7 µM as worked out from the volumes in the protocol) | hit rate 0.2% among 330,000; in the data active means inhibition above about 50%
Yeast superoxide: caloric restriction mimetics inhibiting age-related superoxide in yeast; S. cerevisiae aged cells, superoxide DHE fluorescence; active compounds read low; superoxide response (% of plate mean), % at 10 µM; hit rate 0.18% among 330,000; AID 2690;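 active means superoxide response under a set limit, about three screen SD below normal, cut at about 65% in these data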;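 further: yeast aged for seven days with compound at 30 °C before DHE staining; 100% = average MFI of all compound-treated wells on the plate with controls excluded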
GRK2 aptamer HTS: human GRK2 inhibition via aptamer displacement | P25098 | bead flow cytometry, FAM-aptamer displacement from GRK2 | inhibition of aptamer binding, % at 10 µM | hit rate 0.59% among 330,000;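 active means inhibition of aptamer binding above 40%, roughly 3 SD of noise, on plates passing a quality check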;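 further: median bead fluorescence of bound FAM aptamer so fluorescent compounds give negative values; no value below 0 was filed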
Target sequence (P25098 whole entry, looked up): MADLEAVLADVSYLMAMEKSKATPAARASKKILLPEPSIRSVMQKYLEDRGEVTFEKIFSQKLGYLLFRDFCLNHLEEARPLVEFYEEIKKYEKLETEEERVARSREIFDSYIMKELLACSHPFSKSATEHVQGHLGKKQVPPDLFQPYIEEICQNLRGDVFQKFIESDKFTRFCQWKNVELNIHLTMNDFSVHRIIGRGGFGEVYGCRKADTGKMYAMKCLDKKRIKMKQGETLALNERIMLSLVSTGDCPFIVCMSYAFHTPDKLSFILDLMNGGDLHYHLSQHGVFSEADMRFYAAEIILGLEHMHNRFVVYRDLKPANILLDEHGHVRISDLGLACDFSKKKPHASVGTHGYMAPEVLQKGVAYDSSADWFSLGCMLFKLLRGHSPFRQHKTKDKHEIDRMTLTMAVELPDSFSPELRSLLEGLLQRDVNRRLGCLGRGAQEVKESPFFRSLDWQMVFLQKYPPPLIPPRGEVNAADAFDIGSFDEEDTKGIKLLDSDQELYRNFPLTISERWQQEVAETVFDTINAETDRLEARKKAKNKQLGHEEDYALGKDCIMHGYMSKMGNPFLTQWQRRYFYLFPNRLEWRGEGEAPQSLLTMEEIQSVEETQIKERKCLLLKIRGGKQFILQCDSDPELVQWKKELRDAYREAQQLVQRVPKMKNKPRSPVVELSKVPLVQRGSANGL
Starred values were filed as active, the others as inactive.

Results for CCOC(=O)C1(Cc2cccc(OC)c2)CCN(C/C=C/c2ccccc2)CC1 ?
MEX-5 binding: 0.4; BCLXL inh: -2; GLD-1 RNA inh: -3; MCL1 BIM primary: -1; CIT2 TOR yeast: 86; AGP1 TOR yeast: 93; VLA-4 inh: 13; Yeast superoxide: 126; GRK2 aptamer HTS: 0

What do the screens show for `Cc1cccc(-c2oc3ccccc3c2C#CCCCCO)c1`?
MEX-5 binding: 3.3; BCLXL inh: 4; GLD-1 RNA inh: 11; MCL1 BIM primary: 2; CIT2 TOR yeast: 68; AGP1 TOR yeast: 80; VLA-4 inh: 8; Yeast superoxide: 110; GRK2 aptamer HTS: 4

How did COCCCNC(=S)NNC(=O)c1cccnc1 do in these assays?
MEX-5 binding: 0.6; BCLXL inh: -1; GLD-1 RNA inh: 0; MCL1 BIM primary: -1; CIT2 TOR yeast: 98; AGP1 TOR yeast: 102; VLA-4 inh: 30; Yeast superoxide: 107; GRK2 aptamer HTS: 0

What do the screens show for `CCOC(=O)Cn1c(=O)oc2cc(S(=O)(=O)NC(C)c3ccccc3)ccc21` (centres undefined)?
MEX-5 binding: 3.5; BCLXL inh: -2; GLD-1 RNA inh: 4; MCL1 BIM primary: -6; CIT2 TOR yeast: 106; AGP1 TOR yeast: 109; VLA-4 inh: -18; Yeast superoxide: 95; GRK2 aptamer HTS: 2

Results for O=C(NCCCNC(=O)c1cccs1)c1cccs1 ?
MEX-5 binding: -0.3; BCLXL inh: -1; GLD-1 RNA inh: 0; MCL1 BIM primary: 7; CIT2 TOR yeast: 106; AGP1 TOR yeast: 111; VLA-4 inh: 5; Yeast superoxide: 102; GRK2 aptamer HTS: 0

How did Clc1cccc(CNCCCSc2ncccn2)c1Cl do in these assays?
MEX-5 binding: -4.7; BCLXL inh: 8; GLD-1 RNA inh: 8; MCL1 BIM primary: 13; CIT2 TOR yeast: 97; AGP1 TOR yeast: 97; VLA-4 inh: 18; Yeast superoxide: 94; GRK2 aptamer HTS: 0

How did Cc1ccccc1CC1(CO)CCCN(C(=O)c2ccccc2Cl)C1 (centres undefined) do in these assays?
MEX-5 binding: 0.6; BCLXL inh: 2; GLD-1 RNA inh: 0; MCL1 BIM primary: -3; CIT2 TOR yeast: 99; AGP1 TOR yeast: 101; VLA-4 inh: -6; Yeast superoxide: 95; GRK2 aptamer HTS: 0

What do the screens show for `O=C(NCc1ccc2c(c1)OCO2)c1nnc(Cc2ccc(Cl)cc2)o1`?
MEX-5 binding: 0.9; BCLXL inh: -5; GLD-1 RNA inh: -4; MCL1 BIM primary: -6; CIT2 TOR yeast: 103; AGP1 TOR yeast: 109; VLA-4 inh: 11; Yeast superoxide: 116; GRK2 aptamer HTS: 0

What do the screens show for `O=C(Nc1ccc(NS(=O)(=O)c2ccccc2)cc1)c1ccccc1`?
MEX-5 binding: 0.0; BCLXL inh: 3; GLD-1 RNA inh: 4; MCL1 BIM primary: 4; CIT2 TOR yeast: 104; AGP1 TOR yeast: 105; VLA-4 inh: 4; Yeast superoxide: 87; GRK2 aptamer HTS: 0

How did CCCCn1c(SCC(=O)N2c3ccccc3CCc3ccccc32)nc2c1c(=O)n(C)c(=O)n2C do in these assays?
MEX-5 binding: 0.0; BCLXL inh: 3; GLD-1 RNA inh: 4; MCL1 BIM primary: -3; CIT2 TOR yeast: 96; AGP1 TOR yeast: 97; VLA-4 inh: -9; Yeast superoxide: 103; GRK2 aptamer HTS: 0

How did CC1(C)S[C@@H]2[C@H](NC(=O)C(C(=O)O)c3ccccc3)C(=O)N2[C@H]1C(=O)O (some centres undefined) do in these assays?
GLD-1 RNA inh: 3; CIT2 TOR yeast: 107; AGP1 TOR yeast: 109; VLA-4 inh: 19; Yeast superoxide: 94; GRK2 aptamer HTS: 0

Results for Cc1ccc(N(CC(=O)NC2CCCC2)C(=O)CCC(=O)Nc2nc(C)cs2)cc1 ?
MEX-5 binding: -0.8; BCLXL inh: -6; GLD-1 RNA inh: -6; MCL1 BIM primary: -8; CIT2 TOR yeast: 104; AGP1 TOR yeast: 98; VLA-4 inh: 2; Yeast superoxide: 105; GRK2 aptamer HTS: 2

Results for COCCOCCn1c(/C=C/c2ccccc2)nc2ccccc21 ?
MEX-5 binding: -0.1; BCLXL inh: 7; GLD-1 RNA inh: 1; MCL1 BIM primary: 0; CIT2 TOR yeast: 104; AGP1 TOR yeast: 102; VLA-4 inh: 10; Yeast superoxide: 94; GRK2 aptamer HTS: 0

What do the screens show for `CCC1CN(C(=O)Nc2ccc(C)cc2)c2cc(C)ccc2O1` (centres undefined)?
MEX-5 binding: -1.0; BCLXL inh: 8; GLD-1 RNA inh: 16; MCL1 BIM primary: 4; CIT2 TOR yeast: 101; AGP1 TOR yeast: 67; VLA-4 inh: 3; Yeast superoxide: inactive; GRK2 aptamer HTS: 2

What do the screens show for `CNC(=S)NC1CC2CCCC(C1)N2Cc1ccco1` (centres undefined)?
MEX-5 binding: 1.5; BCLXL inh: 4; GLD-1 RNA inh: 1; MCL1 BIM primary: 4; CIT2 TOR yeast: 97; AGP1 TOR yeast: 100; VLA-4 inh: 0; Yeast superoxide: 93; GRK2 aptamer HTS: 3

What do the screens show for `CCCN(CCC)CCCNC(=O)Cn1cnc2sc(C)c(S(=O)(=O)N3CCOCC3)c2c1=O`?
MEX-5 binding: -1.5; BCLXL inh: -4; GLD-1 RNA inh: 1; MCL1 BIM primary: -1; CIT2 TOR yeast: 102; AGP1 TOR yeast: 102; VLA-4 inh: -4; Yeast superoxide: 88; GRK2 aptamer HTS: 0

How did COC(=O)C1CCCN1C(=O)COc1ccc(Br)cc1Cl (centres undefined) do in these assays?
MEX-5 binding: -0.2; BCLXL inh: 0; GLD-1 RNA inh: 4; MCL1 BIM primary: -4; CIT2 TOR yeast: 93; AGP1 TOR yeast: 97; VLA-4 inh: -5; Yeast superoxide: 87; GRK2 aptamer HTS: 2

Results for CCOC(=O)C1CCN(C(=O)COC(=O)c2cc([N+](=O)[O-])ccc2N2CCOCC2)CC1 ?
MEX-5 binding: 2.2; BCLXL inh: 5; GLD-1 RNA inh: 0; MCL1 BIM primary: 6; CIT2 TOR yeast: 97; AGP1 TOR yeast: 104; VLA-4 inh: 7; Yeast superoxide: 100; GRK2 aptamer HTS: 0

What do the screens show for `CCOC(=O)/C=C/C(=O)OCC(=O)NC(c1ccccc1)c1ccccc1`?
MEX-5 binding: 0.3; BCLXL inh: -1; GLD-1 RNA inh: 6; MCL1 BIM primary: -3; CIT2 TOR yeast: 87; AGP1 TOR yeast: 100; VLA-4 inh: 0; Yeast superoxide: 97; GRK2 aptamer HTS: 0

How did CN(C)c1ccc(CNC(=O)CCNS(=O)(=O)c2cc(Br)cnc2N)cc1 do in these assays?
MEX-5 binding: -2.9; BCLXL inh: 1; GLD-1 RNA inh: 3; MCL1 BIM primary: -2; CIT2 TOR yeast: 105; AGP1 TOR yeast: 110; VLA-4 inh: 5; Yeast superoxide: 99; GRK2 aptamer HTS: 0

How did COC(=O)C1=C(C(=O)OC)[C@@H]2N(C)c3ccccc3[C@@]23C[C@@H](C(=O)OC)N(C(=O)c2cccs2)C3=N1 do in these assays?
MEX-5 binding: 0.4; BCLXL inh: 6; GLD-1 RNA inh: 3; MCL1 BIM primary: 6; CIT2 TOR yeast: 87; AGP1 TOR yeast: 92; VLA-4 inh: -4; Yeast superoxide: 89; GRK2 aptamer HTS: 0

How did COc1cccc(-c2csc(N3CCN(CC(=O)NNC(=O)c4ccco4)CC3)n2)c1 do in these assays?
MEX-5 binding: -0.9; BCLXL inh: 2; GLD-1 RNA inh: -7; MCL1 BIM primary: 3; CIT2 TOR yeast: 111; AGP1 TOR yeast: 98; VLA-4 inh: 0; Yeast superoxide: 93; GRK2 aptamer HTS: 1

Results for CC(C)(C)OC(=O)N1CCN(C(=O)Nc2ccc3c(c2)OCCO3)CC1 ?
MEX-5 binding: -2.5; BCLXL inh: 4; GLD-1 RNA inh: -1; MCL1 BIM primary: 1; CIT2 TOR yeast: 101; AGP1 TOR yeast: 99; VLA-4 inh: 13; Yeast superoxide: 95; GRK2 aptamer HTS: 1

How did COc1ccccc1/C=C/c1onc(C)c1S(=O)(=O)N1CCC(C(=O)NC(C)C)CC1 do in these assays?
MEX-5 binding: -1.4; BCLXL inh: 8; GLD-1 RNA inh: -2; MCL1 BIM primary: 6; CIT2 TOR yeast: 108; AGP1 TOR yeast: 108; VLA-4 inh: -10; Yeast superoxide: 110; GRK2 aptamer HTS: 0

What do the screens show for `CC1=C(C(N)=O)S(=O)(=O)c2ccccc21`?
MEX-5 binding: -8.9; BCLXL inh: 20; GLD-1 RNA inh: 38*; MCL1 BIM primary: 21; CIT2 TOR yeast: 107; AGP1 TOR yeast: 99; VLA-4 inh: 13; Yeast superoxide: 87; GRK2 aptamer HTS: 4

How did O=C(CN1C(=O)C2C3C=CC(C3)C2C1=O)NC1CCCc2ccccc21 (centres undefined) do in these assays?
MEX-5 binding: 0.2; BCLXL inh: 0; GLD-1 RNA inh: 9; MCL1 BIM primary: 2; CIT2 TOR yeast: 100; AGP1 TOR yeast: 93; VLA-4 inh: -4; Yeast superoxide: 83; GRK2 aptamer HTS: 0

Results for COC(=O)[C@@H]1[C@@H](C#N)C2(c3ccccc3-c3ccccc32)N(c2ccc(Cl)cc2)N1C#N ?
MEX-5 binding: 2.3; BCLXL inh: 5; GLD-1 RNA inh: 5; MCL1 BIM primary: 1; CIT2 TOR yeast: 91; AGP1 TOR yeast: 92; VLA-4 inh: 58*; Yeast superoxide: 107; GRK2 aptamer HTS: 0

How did N#Cc1ccccc1COc1cccc2c1CCCC2O (centres undefined) do in these assays?
MEX-5 binding: -0.2; BCLXL inh: 2; GLD-1 RNA inh: -2; MCL1 BIM primary: 3; CIT2 TOR yeast: 93; AGP1 TOR yeast: 99; VLA-4 inh: 0; Yeast superoxide: 110; GRK2 aptamer HTS: 2

What do the screens show for `CN(C(=O)c1ccc(NC(=O)c2ccco2)cc1)c1ccccc1`?
MEX-5 binding: 0.7; BCLXL inh: 7; GLD-1 RNA inh: 8; MCL1 BIM primary: 9; CIT2 TOR yeast: 91; AGP1 TOR yeast: 89; VLA-4 inh: 12; Yeast superoxide: 98; GRK2 aptamer HTS: 0

What do the screens show for `Cc1ccc(NC(=O)CN(C)C(=O)COC(=O)COc2ccc(C#N)cc2)cc1`?
MEX-5 binding: 1.5; BCLXL inh: -6; GLD-1 RNA inh: 2; MCL1 BIM primary: 1; CIT2 TOR yeast: 100; AGP1 TOR yeast: 102; VLA-4 inh: -9; Yeast superoxide: 98; GRK2 aptamer HTS: 2

How did CC1(C)CC(=O)C=C(Nc2ccccc2)C1 do in these assays?
MEX-5 binding: 1.4; BCLXL inh: 1; GLD-1 RNA inh: 4; MCL1 BIM primary: 2; CIT2 TOR yeast: 109; AGP1 TOR yeast: 127; VLA-4 inh: 2; Yeast superoxide: 113; GRK2 aptamer HTS: 0

Random excerpt: 2 entries already listed
What do the screens show for `Cc1cccc(-c2oc3ccccc3c2C#CCCCCO)c1`?
MEX-5 binding: 3.3; BCLXL inh: 4; GLD-1 RNA inh: 11; MCL1 BIM primary: 2; CIT2 TOR yeast: 68; AGP1 TOR yeast: 80; VLA-4 inh: 8; Yeast superoxide: 110; GRK2 aptamer HTS: 4

Results for CCOC(=O)C1(Cc2cccc(OC)c2)CCN(C/C=C/c2ccccc2)CC1 ?
MEX-5 binding: 0.4; BCLXL inh: -2; GLD-1 RNA inh: -3; MCL1 BIM primary: -1; CIT2 TOR yeast: 86; AGP1 TOR yeast: 93; VLA-4 inh: 13; Yeast superoxide: 126; GRK2 aptamer HTS: 0

Screening results: PubChem BioAssay, several laboratories
